Assay outcomes deposited in PubChem by several laboratories.
Hsp70 act: Hsp70 transcriptional activation, primary screen. HeLa Hsp70 promoter luciferase reporter, luminescence; scaled: vehicle 0, proteasome-inhibitor control 100%. activation, % at 10 µM. actives 0.04% (n = 200,000). AID 1203;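 active means activation above the mean across all tested compounds plus 3 SD, cutoff set per campaign, cut at about 5.5% in these data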;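 further: 100% = MG132 at 30 µM as the positive control and 0% = DMSO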
APP 5UTR inh: APP translation inhibition | SH-SY5Y APP 5'UTR-luciferase reporter, luminescence | inhibition, % at 2 µM | actives 0.82% (n = 190,000) | AID 1285;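 active means inhibition above a set limit, derived from the sample mean plus 3 SD, cut at about 45% in these data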; further: values of inactives mirror those of a sister screen read the other way
G6PDH counter: inhibits Leuconostoc G6PDH, flagging false hits in G6PDH-based assays | actives 0.12% (n = 200,000) | Purified L. mesenteroides G6PDH, diaphorase/resazurin coupled fluorescence, 45 min | AID 1020 | inhibition, % at 5 µM; in the data active means inhibition above about 50%
Diaphorase inh: diaphorase inhibition or chemical oxidation counter-screen | diaphorase resazurin-to-resorufin fluorescence, NADH, 16 min; bacterial (C. kluyveri) enzyme, not human | inhibition, % at 20 µM | actives 0.69% (n = 190,000) | AID 1217;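 active means primary screen inhibition at 20 µM above a set limit, cut at about 50% in these data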;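 further: plate controls were DMSO with full reaction for no effect and wells lacking NADH for full effect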
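Detection: fluorescence of resorufin formed from resazurin, Ex 544/Em 590 nm; test system: Clostridium kluyveri diaphorase enzyme; amount: 0.14 U/mL diaphorase, enzyme working solution; times: 16-min room-temperature incubation before reading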
STAT1 blocker: STAT1 signaling inhibition; NIH 3T3 STAT1-luciferase reporter, IFN-gamma, luminescence; inhibition, % at 5.5 µM; actives 0.35% (n = 200,000);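 active means inhibition above a set limit, the mean inhibition across all tested compounds plus 3 SD, cut at about 34% in these data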;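 further: 0% = IFN-gamma with DMSO and 100% = IFN-gamma with 300 µM nifuroxazide; values of inactives mirror those of a sister screen read the other way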
STAT3 activator: STAT3 signaling activation. activation (% of control), % at 5.6 µM. U3A cells, IL-6 STAT3-luciferase reporter, luminescence; 100% = signal with IL-6 EC80 alone. actives 0.91% (n = 190,000). AID 871;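 active means activation above the screen-wide mean of compound activation plus 3 SD, cut at about 130% in these data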;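 further: 0% = background luminescence of wells with medium and substrate only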
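Test system: STAT3-luciferase reporter U3A cells; Detection: reporter luminescence signal; Times: 1 h compound pre-exposure, 6 h IL-6 stimulation, 37 °C; Benchmarks: IL-6-only high control; Also added: IL-6 stimulus at 33 ng/mL final.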
Diaph act CS: activates diaphorase or chemically reduces, flagging diaphorase assay artifacts; Diaphorase/resazurin coupled assay, resorufin fluorescence, 16 min; active compounds read high; 1 = vehicle wells, 0 = NADH-free wells; activation factor at 20 µM; actives 0.005% (n = 190,000); AID 1229;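 active means diaphorase activity raised at least twofold by the compound at 20 µM; inactive means activation factor below 2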
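Material: purified diaphorase enzyme from Clostridium kluyveri; Also added: 0.114 mM NADH and 0.1 mM resazurin, final amounts; Doses: single compound dose of 20 µM, 1% DMSO final; Times: 16 min enzyme reaction, ambient temperature; Detection: resorufin fluorescence, excitation 544 nm, emission 590 nm; Measure: increased resorufin signal from activators or reducing compounds.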
TLR4-MyD88 BLA: TLR4-MyD88 interaction inhibition in cells; O00206+Q99836; HeLa CL3-4 TLR4/MyD88 BLA complementation, FRET ratio; inhibition, % at 8.4 µM; actives 0.18% (n = 200,000); AID 861; in the data active means inhibition above about 25%;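 further: 0% = vehicle and 100% = reference inhibitor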
Target sequence (O00206 whole entry, looked up): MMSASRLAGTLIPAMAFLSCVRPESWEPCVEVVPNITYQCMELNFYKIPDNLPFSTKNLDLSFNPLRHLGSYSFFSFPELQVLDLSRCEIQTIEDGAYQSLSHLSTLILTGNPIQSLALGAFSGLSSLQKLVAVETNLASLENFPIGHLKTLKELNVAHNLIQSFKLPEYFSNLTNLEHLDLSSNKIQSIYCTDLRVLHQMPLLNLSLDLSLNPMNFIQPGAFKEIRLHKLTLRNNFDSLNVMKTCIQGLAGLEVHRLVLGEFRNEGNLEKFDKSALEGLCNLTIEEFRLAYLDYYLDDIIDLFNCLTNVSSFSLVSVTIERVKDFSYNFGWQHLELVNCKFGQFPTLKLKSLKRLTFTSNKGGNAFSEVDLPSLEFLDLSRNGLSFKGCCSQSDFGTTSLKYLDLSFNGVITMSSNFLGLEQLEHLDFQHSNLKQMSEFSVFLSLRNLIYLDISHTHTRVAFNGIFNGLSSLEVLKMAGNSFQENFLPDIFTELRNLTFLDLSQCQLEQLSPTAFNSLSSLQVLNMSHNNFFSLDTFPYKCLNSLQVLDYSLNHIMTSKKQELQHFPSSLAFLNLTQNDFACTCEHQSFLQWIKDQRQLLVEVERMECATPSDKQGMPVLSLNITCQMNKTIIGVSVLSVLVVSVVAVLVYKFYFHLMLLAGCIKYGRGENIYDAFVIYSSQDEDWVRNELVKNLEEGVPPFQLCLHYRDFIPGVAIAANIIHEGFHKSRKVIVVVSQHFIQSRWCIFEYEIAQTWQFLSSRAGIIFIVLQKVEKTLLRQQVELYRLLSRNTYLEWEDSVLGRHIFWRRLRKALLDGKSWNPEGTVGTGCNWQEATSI
Target sequence (Q99836 whole entry, looked up): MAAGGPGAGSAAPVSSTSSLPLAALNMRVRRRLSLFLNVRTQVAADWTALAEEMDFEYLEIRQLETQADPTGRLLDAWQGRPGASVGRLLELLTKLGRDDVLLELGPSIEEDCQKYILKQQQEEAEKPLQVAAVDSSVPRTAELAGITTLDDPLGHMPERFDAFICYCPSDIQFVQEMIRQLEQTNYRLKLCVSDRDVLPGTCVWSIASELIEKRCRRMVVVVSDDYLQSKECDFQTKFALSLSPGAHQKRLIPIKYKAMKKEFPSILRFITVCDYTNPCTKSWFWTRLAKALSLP
STAT1 act: increases IFN-gamma driven STAT1 reporter signal; NIH 3T3 STAT1-luciferase reporter, luminescence; 100% = IFN-gamma alone, no compound; activation (% of control), % at 5.5 µM; actives 2.6% (n = 200,000); AID 932;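 active means activation above the screen-wide mean activation plus 3 SD, cut at about 130% in these data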;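 further: raw ratio to IFN-gamma control signal so 100% means no change and 0% no light; values of inactives mirror those of a sister screen read the other way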
STAT3 inh: inhibitors of IL-6 induced STAT3 signaling; inhibition, % at 5.5 µM; U3A cells, IL-6 STAT3-luciferase reporter, luminescence; host cell line lacks STAT1; actives 0.89% (n = 190,000); AID 862;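 active means inhibition above the mean inhibition across all screened compounds plus 3 SD, cut at about 44% in these data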;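 further: 0% = DMSO only wells and 100% = 100 µM nifuroxazide control wells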
Starred values were filed as active, the others as inactive; nt = no result given. Compounds were not picked by outcome; 6.1% or so of the library scored in one or more.

SMILES	Hsp70 act	APP 5UTR inh	G6PDH counter	Diaphorase inh	STAT1 blocker	STAT3 activator	Diaph act CS	TLR4-MyD88 BLA	STAT1 act	STAT3 inh
CC(C)OC(=O)CSc1n[nH]c(-c2cccnc2)n1	0.4	-7	10	-13	0	100	1.1	0	100	3
COc1ccc(CCNC(N)=S)cc1OC	-0.7	-4	12	19	5	106	0.8	-1	96	-3
COc1ccc(CNc2ccc(C)c(C)c2)cc1	0.0	-25	8	7	-32	105	0.9	-6	130*	0
Cc1ccc(C)n1-n1c(C)nc2sc(-c3ccccc3)cc2c1=O	-0.1	-79	-14	11	-31	80	0.9	-2	128	27
CSC1=NCCN1C(=O)c1c(F)cccc1Cl	-0.4	1	7	7	-5	101	0.9	4	105	3
COCCCNCCOc1cc(C(C)C)ccc1C	0.2	-2	-6	19	0	102	0.8	-19	100	2
COC(=O)Cc1c(C)c2ccc(OC(=O)c3ccco3)cc2oc1=O	0.2	12	-2	4	-3	96	1	20	102	9
OCCC1CN(Cc2cc3c(cc2Cl)OCO3)CCN1C1CCCCC1 (centres undefined)	-0.1	-7	23	5	-5	97	1	-6	103	8
COc1cc2c(cc1OC)C(c1cccs1)N(C(=S)NC(C)C)CC2 (centres undefined)	-0.1	-40	0	16	-26	116	0.8	2	123	-18
COc1cccc(NC(=O)C(Sc2nnnn2C)c2ccccc2)c1 (centres undefined)	-0.3	-13	-3	12	8	89	0.9	0	91	19
CC(NC(=O)c1ccccc1Cl)C(=O)O (centres undefined)	0.3	-8	13	12	-4	111	0.9	4	104	-10
Cc1c(OCc2ccc(C(=O)O)o2)ccc2c3c(c(=O)oc12)CCC3	-0.4	0	2	17	7	89	0.8	-6	94	14
COc1ccc(NC(=O)C(c2ccccc2)N(C)C(=O)c2cnccn2)cc1 (centres undefined)	0.1	-11	3	-6	3	106	1.1	7	98	-1
NC(=O)c1cc(Cc2ccccc2)sc1NC(=O)c1ccco1	0.6	-84	-31	21	-43	121	0.8	5	142*	-21
Cc1cc(NC(=S)N(CCN2CCOCC2)Cc2ccccc2F)ccc1Cl	2.1	-11	0	23	14	104	0.8	-10	87	4
COc1cc(C(=O)NCCc2nc3ccccc3n2C)cc(OC)c1OC	2.0	-6	2	10	4	101	0.9	-1	96	2
COc1ccc(/C=N/NS(=O)(=O)c2ccc(C)cc2)cc1OC(=O)c1ccccc1	0.0	-9	8	25	0	96	0.8	7	100	11
Cc1[nH]nc2c1C(c1ccc(Cl)cc1)C(C#N)=C(N)O2 (centres undefined)	0.5	3	6	13	2	101	0.9	-3	98	2
CC1=C(C(=O)OC(C)C)C(c2cccs2)N2C(=O)CCSC2=N1 (centres undefined)	-0.2	-6	9	11	13	94	0.9	12	88	10
CNC(=O)c1[nH]cnc1C(=O)N[C@@H](Cc1ccccc1)C(=O)OCc1ccccc1	-0.1	-9	1	28	9	nt	0.7	2	93	nt
CCn1ncc(Br)c1C(=O)Nc1sc2c(c1C(=O)OC)CCC2	-0.4	17	nt	nt	-9	101	nt	0	108	-2
COc1ccc(-c2nnn(CC(=O)Nc3sc4c(c3C#N)CCCC4)n2)cc1	-0.1	0	5	5	-2	101	1	-1	102	4
COc1ccccc1N1CCN(c2cnccn2)CC1	-0.2	-21	3	7	1	96	0.9	-2	99	5
O=C(Cn1c(CC(=O)N2CCCC2)nc2ccccc21)NCc1ccccc1	-0.4	-6	6	14	0	95	0.9	-4	100	12
CCCN(Cc1ccccc1)C(=S)Nc1ccc(OC(F)F)cc1	-0.1	-13	-2	1	-7	99	1	9	106	0

Continuation:
SMILES	Hsp70 act	APP 5UTR inh	G6PDH counter	Diaphorase inh	STAT1 blocker	STAT3 activator	Diaph act CS	TLR4-MyD88 BLA	STAT1 act	STAT3 inh
CC(C)n1cc(-c2ccc(Cl)cc2)cc(C#N)c1=O	0.5	-16	1	-3	0	85	1	4	100	22
CC1=NN(Cc2ccccc2)C(=O)C1C(c1ccc(Cl)cc1)C(C#N)C#N (centres undefined)	-0.4	nt	-6	8	3	99	0.9	0	97	2
CC1(C)C(C=C(Cl)Cl)C1C(=O)Nc1ccc([N+](=O)[O-])cc1 (centres undefined)	-0.4	-1	9	18	5	103	0.8	6	95	-4
N=C1/C(=C/c2cccn2Cc2ccc(Cl)cc2)C(=O)N=C2SC=CN12	-0.4	0	-18	12	0	105	0.9	-7	100	-3
Cc1cccc(N2CCN(CC(=O)NCC3CCCCC3)CC2)c1C	-0.2	18	2	17	5	100	0.8	-6	96	2
O=C(CSc1ncccn1)NC1CCCc2ccccc21 (centres undefined)	-0.3	10	14	-19	3	99	1.2	7	99	6
O=C1c2ccccc2C(=O)C1c1ccnc2ccccc12	0.6	-146	-3	10	43*	53	0.9	-7	61	58*
COc1cccc(NC(=O)c2ccc(CN3CCOCC3)cc2)c1	0.1	-69	0	8	-34	96	0.9	-5	131*	5
COCCn1c(=O)[nH]c2cc(C(=O)NCCN3CCN(c4ccccc4F)CC3)ccc2c1=O	0.0	-17	7	-3	2	99	1	2	98	7
O=C(CSc1nn(-c2ccc(Cl)cc2)c(=S)s1)NCC1CCCO1 (centres undefined)	-0.2	1	7	-19	-4	103	1.2	0	102	4
Cc1nc(C(F)(F)F)c(C(=O)N/N=C(\N)c2ccccn2)s1	-0.4	57*	16	31	6	93	0.7	-1	94	13
CCOc1ccc(CNC(=O)CCS(=O)(=O)Cc2ccc(C)cc2)cc1OC	-0.1	2	7	15	3	99	0.8	14	96	13
CCOC(=O)c1c(C)oc2cc3c(C(=O)OCC)c(C)oc3cc12	-0.4	-22	nt	nt	-6	93	nt	4	100	11
Cc1ccc(Cl)cc1NC(=S)N(CCCN1CCOCC1)Cc1ccccn1	-0.1	-9	1	7	1	103	0.9	-6	99	-3
Cc1nc2ccccc2n1-c1ccccc1	0.1	-14	19	-1	0	100	1	5	100	5
COc1ccc(/C=N/NC(=O)c2cc(-c3cccnc3)nc3ccccc23)c(OC)c1	-0.2	-21	1	2	0	96	1	6	98	6
Cc1c2cnn(CC(=O)N3CCN(c4ncccn4)CC3)c(=O)c2c(C)n1Cc1ccc(F)cc1	-0.4	-12	-26	11	-7	108	0.9	0	107	-11
CNC(=O)c1cc2cc(Br)ccc2s1	-0.3	-16	6	8	-12	85	0.9	10	110	23
CCc1nc2ccccc2n1CC(=O)N1CCN(S(=O)(=O)c2cccc(C(F)(F)F)c2)CC1	0.5	-9	2	-6	6	98	1.1	-6	95	10
O=C(N/N=C/c1ccccn1)c1cc(-c2ccc(Cl)cc2)nc2ccccc12	-0.6	34	-4	13	-12	108	0.9	6	111	-6
COc1ccc(N(CC(=O)N2CCN(C)CC2)S(C)(=O)=O)cc1OC	-0.1	5	-3	20	5	104	0.8	4	96	3
Cn1cnnc1Sc1cc(N2CCN(S(=O)(=O)c3ccccc3)CC2)ccc1[N+](=O)[O-]	-0.4	-1	4	8	-5	103	0.9	3	105	0
CCN(CC)S(=O)(=O)C1CCS(=O)(=O)C1 (centres undefined)	-0.2	7	3	-4	-1	108	1	-3	99	-5
Cc1ccc2c(c1)N(CCC(=O)NC(C)C)C(=O)CO2	-0.5	-3	-3	4	-2	95	1	0	102	13
CCOc1ccc(Cn2c(SCCCCC#N)nc3c2c(=O)n(C)c(=O)n3C)cc1OCC	0.0	-4	-2	6	14	112	0.9	-6	87	-13

Profiles as entered above. Values in the order: Hsp70 act | APP 5UTR inh | G6PDH counter | Diaphorase inh | STAT1 blocker | STAT3 activator | Diaph act CS | TLR4-MyD88 BLA | STAT1 act | STAT3 inh
Profile of Cc1cccc(N2CCN(CC(=O)NCC3CCCCC3)CC2)c1C : -0.2 | 18 | 2 | 17 | 5 | 100 | 0.8 | -6 | 96 | 2
Profile of O=C(N/N=C/c1ccccn1)c1cc(-c2ccc(Cl)cc2)nc2ccccc12 : -0.6 | 34 | -4 | 13 | -12 | 108 | 0.9 | 6 | 111 | -6
Profile of Cn1cnnc1Sc1cc(N2CCN(S(=O)(=O)c3ccccc3)CC2)ccc1[N+](=O)[O-] : -0.4 | -1 | 4 | 8 | -5 | 103 | 0.9 | 3 | 105 | 0
Profile of CCOC(=O)c1c(C)oc2cc3c(C(=O)OCC)c(C)oc3cc12 : -0.4 | -22 | nt | nt | -6 | 93 | nt | 4 | 100 | 11

The list goes on:
SMILES	Hsp70 act	APP 5UTR inh	G6PDH counter	Diaphorase inh	STAT1 blocker	STAT3 activator	Diaph act CS	TLR4-MyD88 BLA	STAT1 act	STAT3 inh
Cc1ccc(S(=O)(=O)N[C@H](C(=O)N2CCC(C(=O)NCC(=O)O)CC2)C(C)C)cc1	0.2	8	8	2	1	100	1	-20	99	4
CCn1c(COc2cccc(C)c2C)nnc1SCC(=O)Nc1cc(C)on1	-0.2	13	8	-18	0	98	1.2	-16	101	3
COCCNC(=O)c1noc2c1CCc1cc(OC)ccc1-2	0.1	-102	-14	6	-28	105	0.9	17	128	1
COCCn1c(SCC(=O)Nc2ccc(Cl)c(S(=O)(=O)N(C)C)c2)nc2ccccc21	0.0	-8	7	1	2	98	1	15	98	8
CC(C)NC(=O)c1cnc(N2CCN(c3ccccn3)CC2)c2ccccc12	0.6	11	2	-2	3	94	1	5	97	7
COCCN=c1scc(-c2ccco2)n1/N=C/c1ccc(O)c(O)c1O	0.0	-1	16	80*	23	104	0.2	-7	78	-3
C/C(=N\NC(=S)NC1CCCCC1)c1ccc(C)o1	-0.4	-14	12	15	-2	109	0.8	-10	101	-3
CCOC(=O)NC(=O)C(=CNNc1ncc(C(F)(F)F)cc1Cl)C(=O)NC(=O)OCC	-0.3	-1	10	10	0	96	0.9	-9	98	7
CCCN1CCC(=NNC(=O)c2ccc(Br)o2)CC1	-0.2	-34	5	2	-13	96	1	-20	112	11
CC(OC(=O)c1cc2sccc2n1C)C(=O)NCc1ccc2c(c1)OCO2 (centres undefined)	-0.3	4	7	2	7	93	1	-9	94	15
O=C1C2CC=CCC2C(=O)N1c1n[nH]c(CCc2ccccc2)n1 (centres undefined)	-0.2	0	2	6	3	98	0.9	-7	97	2
NC(=O)C1CCCN(CCc2ccccc2)C1 (centres undefined)	-0.3	9	8	10	-6	107	0.9	8	106	-3
CN1CCN(C(=O)c2cc3nc(-c4ccccc4)cc(C(F)(F)F)n3n2)CC1	-0.3	-9	5	2	1	103	1	-21	99	-1
Cn1c(SCC(=O)NCc2ccco2)nnc1-c1c[nH]c2ccccc12	-0.2	nt	-1	14	6	92	0.9	1	95	18
CCCc1nc2ccccc2c2nc(N)nn12	0.1	-10	4	1	3	116	1	1	97	-15
CCOC(=O)c1ccc(Oc2nc(N(C)C)nc(N(C)C)n2)cc1	-0.1	13	0	11	5	89	0.9	-12	96	13
CCc1noc(C)c1C(=O)N1CCCC(C(=O)c2cc(F)ccc2OC)C1 (centres undefined)	-0.2	-10	8	19	1	96	0.8	-16	98	9
